Bioassay records: PubChem BioAssay, National Center for Advancing Translational Sciences (NCATS)
ALOX12 inh = ALOX12 (human) lipoxygenase inhibition | purified 12hLO, xylenol orange hydroperoxide absorbance | Potency, µM (series often up to 108 µM), for inactives: at the top dose activity change, negative = inhibition, actives largely listed as inhibitors | actives 1.1% (n = 580,000); active = well fitted inhibition curve with a large enough effect; inconclusive = small, poorly fitted or top-dose-only effect, or another doubt; inactive = no such curve, though single readings can be large or run the other way
Target sequence (P18054 whole entry, looked up): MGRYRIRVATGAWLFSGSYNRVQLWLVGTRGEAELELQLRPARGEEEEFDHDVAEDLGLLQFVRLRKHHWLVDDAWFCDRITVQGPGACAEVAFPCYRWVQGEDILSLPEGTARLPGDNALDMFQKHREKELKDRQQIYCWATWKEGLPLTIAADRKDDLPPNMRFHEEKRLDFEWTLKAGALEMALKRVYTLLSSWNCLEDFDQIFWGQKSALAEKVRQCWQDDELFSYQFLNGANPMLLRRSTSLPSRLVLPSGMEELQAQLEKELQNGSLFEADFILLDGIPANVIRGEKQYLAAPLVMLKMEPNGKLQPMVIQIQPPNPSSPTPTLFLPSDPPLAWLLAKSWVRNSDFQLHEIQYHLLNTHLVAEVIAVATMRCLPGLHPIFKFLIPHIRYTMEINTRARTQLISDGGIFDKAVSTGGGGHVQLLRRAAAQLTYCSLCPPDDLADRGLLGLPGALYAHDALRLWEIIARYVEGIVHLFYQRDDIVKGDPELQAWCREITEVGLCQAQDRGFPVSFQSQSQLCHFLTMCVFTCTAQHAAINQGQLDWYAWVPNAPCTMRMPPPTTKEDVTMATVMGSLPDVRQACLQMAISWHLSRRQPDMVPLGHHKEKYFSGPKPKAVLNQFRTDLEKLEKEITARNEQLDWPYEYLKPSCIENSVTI
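Purified human 12hLO (150 nM final) in 25 mM Hepes, 0.01% Triton X-100, pH 7.0 was preincubated 15 min at room temperature with compound. Then 40 uM arachidonic acid was added, 30 min. Hydroperoxide was read by Fe-XO absorbance ratio 573/405 nm.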
* = called active by the depositor; ? = inconclusive; [ ] = remark or other dose. % is set by controls: 0 for no effect and ±100 for the full control effect; potency is the fitted concentration of half-maximal effect. This is a subset; the hit share may differ from the screen's.

structure,ALOX12 inh
CCOc1ccccc1CNC(=O)C1CCN(c2cc(C(F)(F)F)nc(C)n2)CC1,9.8%
CCn1ccc2sc(C)c(C(=O)N3CCC(Cc4ccccc4)CC3)c2c1=O,26.4%
COc1ccc(CN2CCCC(n3cc(C(=O)N4CCCCC4)nn3)C2)c(OC)c1OC (stereo not given),4.7%
Cc1cccc(S(=O)(=O)N[C@H]2CC[C@@]34CCCN3C(=O)CCC[C@H]4[C@H]2C)c1,27.5%
O=C(O)c1ccc(COc2cccc(Cl)c2)s1,-6.1%
COc1ccc(S(=O)(=O)NCC2CCC(C(=O)NCC(=O)N3CCc4ccccc4C3)CC2)cc1 (stereo not given),?
c1ccc(CCc2nnc3sc(-c4cc5ccccc5[nH]4)nn23)cc1,-22.8%
O=C(O)C[C@@H]1CCN(C(=O)C2CCCC2)C[C@@H]1CCN1CCCCC1,8.6%[176 µM]
CC(=O)Nc1c(-c2ccccc2)c(C)nn1-c1ccc(C(=O)N2CCN(C3CCCCC3)CC2)cc1,-21.4%
O=C(NC1CCCN(c2cc(-c3ccc(F)cc3)[nH]n2)C1)c1cccc(F)c1 (stereo not given),31.7%[activator]
CCCC(C)(NC(=O)OCc1ccccc1)C(=O)O (stereo not given),-4.5%
C[C@H]1CN([C@@H](C)CO)C(=O)CCCn2nncc2CO[C@@H]1CN(C)C(=O)Nc1ccccc1F,?
CCCc1nc2ccccc2n1CC(O)c1ccc(F)cc1 (stereo not given),-4.5%
COc1cc(Cl)c(C)cc1NC(=O)c1nc2ccccc2nc1N1CCCCC1,-1.0%
O=C1NC(C(=O)NCCc2ccccc2)Cn2cccc21 (stereo not given),46.8%[activator]
Cc1ccc(C)c(S(=O)(=O)N2CCN(Cn3ncc4ccccc4c3=O)CC2)c1,10.2%

By substructure: the entries above containing an NH in an aromatic ring.
structure,ALOX12 inh
c1ccc(CCc2nnc3sc(-c4cc5ccccc5[nH]4)nn23)cc1,-22.8%
O=C(NC1CCCN(c2cc(-c3ccc(F)cc3)[nH]n2)C1)c1cccc(F)c1 (stereo not given),31.7%[activator]

The listing continues.
structure,ALOX12 inh
CCc1ccc(C(=O)Oc2ccc3ccccc3c2)cc1,-2.5%
COc1ccc(NC(=O)N2CC(C(=O)N(C)C)C3(CCOCC3)C2)c(OC)c1 (stereo not given),8.7%
Cc1ccc(C)c(S(=O)(=O)NCCn2c(C)cnc2C2CCC2)c1,21.3%
CN(C(=O)c1ccccc1Cl)C1CCCc2ccccc21 (stereo not given),-1.5%[176 µM]
COc1ccc(-c2cc(N3CCC(NC(=O)c4ccccc4Cl)CC3)n[nH]2)cc1,-4.1%
C[C@@H]1CCCCO[C@H](CN(C)C(=O)C2CCCCC2)[C@@H](C)CN([C@H](C)CO)C(=O)c2cc(NS(=O)(=O)c3cccs3)ccc2O1,-20.6%
CC(=O)c1c(C)nn(C(C)CC(=O)N2C[C@H]3CC=CC[C@H]3C2)c1C (stereo not given in full),28.2%
Cc1nn2c(c1-c1ccccc1-c1ccccc1)N(Cc1ccc(OCC(=O)O)cc1)CCC2,-29.8%

Look-ups from above:
ALOX12 inh, `COc1ccc(NC(=O)N2CC(C(=O)N(C)C)C3(CCOCC3)C2)c(OC)c1` (stereo not given) reads 8.7%
ALOX12 inh, `Cc1ccc(C)c(S(=O)(=O)NCCn2c(C)cnc2C2CCC2)c1` reads 21.3%
ALOX12 inh, `CN(C(=O)c1ccccc1Cl)C1CCCc2ccccc21` (stereo not given) reads -1.5%[176 µM]

(further entries)
structure,ALOX12 inh
CCOC(=O)c1ccc(NC(=O)C2=C(c3ccccc3)S(=O)(=O)CCO2)cc1,8.6%
COc1cc(C=C(C#N)c2ccc([N+](=O)[O-])cc2)ccc1O,?
NC(=O)CN1CCC(c2nc3ccccc3o2)CC1,7.7%
CN(C)c1ccc(C=NCCCCCCN=Cc2ccc(N(C)C)cc2)cc1,-11.0%
CN(Cc1ccccc1)C(=O)c1cc(-c2ccncc2)cn1C,20.9%
Cc1oc(-c2ccccc2NC(=O)C2CCC2)nc1CNC(=O)c1cccc(C(F)(F)F)c1,8.6%
COc1cc(C#N)ccc1OCc1ccc(OC(F)F)c(OC)c1,-4.3%
CCc1cc2c(CN3CCN(C(=O)C4COc5ccccc5O4)CC3)cc(=O)oc2cc1O (stereo not given),?

Sorted by the number under ALOX12 inh (high to low): 4 of the compounds above.
structure,ALOX12 inh
Cc1ccc(C)c(S(=O)(=O)NCCn2c(C)cnc2C2CCC2)c1,21.3%
Cc1ccc(C)c(S(=O)(=O)N2CCN(Cn3ncc4ccccc4c3=O)CC2)c1,10.2%
COc1ccc(NC(=O)N2CC(C(=O)N(C)C)C3(CCOCC3)C2)c(OC)c1 (stereo not given),8.7%
CN(C)c1ccc(C=NCCCCCCN=Cc2ccc(N(C)C)cc2)cc1,-11.0%

Additional results follow:
structure,ALOX12 inh
c1ccc(-c2nnc3ccc(NC4CCC4)nn23)nc1,11.3%[176 µM]
COC(=O)CC(NC(=O)c1ccc(CS(C)(=O)=O)cc1)c1ccc(C)cc1 (stereo not given),-23.5%
CCS(=O)(=O)N1CCc2cc(C(=O)CSc3ccc(F)cc3F)ccc21,3.7%
O=C(Nc1cccnc1)c1cc(-c2ccccc2)nc2ccccc12,-28.1%
Cc1oc(-c2ccccc2)nc1C(=O)NC(C1CC1)C1CC1,-4.7%
COCCOc1ccc2c(C)cc(=O)oc2c1,3.6%
Cc1ccc(-c2cn3c4ccccc4nc3n2CCCN2CCCC2)cc1,?
CCN(CC)C(=O)C1Cn2cccc2C(=O)N1C (stereo not given),31.2%
CN(CCOc1ccc(Br)cc1)C(=O)c1cc(=O)[nH]c2ccccc12,9.4%
Cn1c(=O)c2c(nc(SCC(=O)OCc3ccccc3)n2Cc2ccccc2Cl)n(C)c1=O,-11.2%
c1ccc(-c2cnc([C@@H]3COCCN3C3CCC3)[nH]2)cc1,13.9%[176 µM]
Cc1ccc([C@@H]2CN(C(=O)c3sccc3Cl)C[C@H]2N(C)C)cc1,31.9%
O=C(c1ccc(F)cc1)N1CCC2(CC1)CN(Cc1ccccc1)CC2CO (stereo not given),?
Cc1ccc(C2C3=C(CCCC3=O)Nc3nc(SCCC(C)C)[nH]c(=O)c32)o1 (stereo not given),7.94µM*
COc1nc2ccccc2nc1N1CCC(C(=O)Nc2cc(C)cc(C)c2)CC1,-4.7%
CC(CC(=O)Nc1ccc2c(c1)CCC2)c1ccccc1 (stereo not given),2.7%
Cc1ccc(-c2nc(CNc3ccc(Br)cc3)no2)cc1,9.3%
O=[N+]([O-])c1cccc(-c2noc([C@@H]3Cc4nc[nH]c4CN3CC3CCCCC3)n2)c1,-8.6%[176 µM]
O=C1CC2(CCN(C(=O)c3ccccn3)C2)Nc2ccccc2N1 (stereo not given),-2.6%[6.33 µM]
Cc1cn2nc(C(=O)N3CCOCC3)cc2c(N(C)Cc2ccccc2)n1,2.8%
Cn1nccc1C(=O)N1CCNc2cnc(Nc3ccccc3)nc2C1,-18.0%[176 µM]
C[C@@H]1ON(C)[C@H]2C[C@H]3c4cc(-c5cc6ccccc6o5)ccc4CCN3C[C@@H]12,-12.7%
COC(=O)c1ccc(CNC(=O)C2CCC(=O)N(CCc3ccccn3)C2)cc1 (stereo not given),1.0%
O=C(NCCc1ccc(F)cc1)C1CC=CCC1 (stereo not given),6.6%
O=C(CCCn1ccnc1)N1CCC2(CCC(=O)N(Cc3ccncc3)C2)CC1,5.5%
O=C(NCCc1cnc[nH]1)[C@@H]1C[C@H]2C(=O)NCCCCCCN(S(=O)(=O)c3cccs3)[C@H]2C1,-0.5%
COc1cc(-c2n[nH]c3ccnc(-c4cccc5ncccc45)c23)cc(OC)c1OC,-3.3%
CCOCC(=O)N1CCC(N2CC(OCC3CC3)C23CCCCC3)CC1 (stereo not given),14.2%
C=CCNCc1sccc1C,37.8%[activator]
CC(C)c1ccc(/C=C/C(=O)c2ccc(O)c(CCCl)c2)cc1,?
CCn1cc(C(=O)N2CCCC(CCc3cccc(F)c3)C2)cn1 (stereo not given),8.5%
CN(C)C1(CNCc2csc(-c3ncccn3)n2)CCCC1,17.9%
Cc1ccc(C2Cn3nnc(-c4nc(-c5ccc6c(c5)OCO6)no4)c3CO2)c(C)c1 (stereo not given),-1.1%
CCS(=O)(=O)N1CCCC(C(=O)NCc2ccncc2)CCNC(=O)CC1 (stereo not given),4.4%
CCc1ccc(C2c3cccn3-c3c(c(C)nn3-c3ccccc3)CN2C(=O)NCC(=O)OC)cc1 (stereo not given),?
CCC1=C(C(=O)OC)C(c2ccc(OC)cc2OC)N2C(CC(=O)NC3CC3)=CSC2=N1 (stereo not given),27.5%
Cc1ccc(S(=O)(=O)N2CCN(C(=O)COC(=O)c3ccc4ccccc4c3)CC2)c(C)c1,?
Cc1nn(-c2ccc(F)cc2)c(C)c1[C@@H]1C=C[C@@H](NS(=O)(=O)c2cccs2)C1,9.5%[176 µM]
CCNC(=O)N[C@H]1CC[C@]2(C)CCC([C@H](C)C(=O)NC3CC3)[C@H](O)[C@H]2[C@@H]1C (stereo not given in full),39.6%[176 µM]
CC(C)(C)CC(=O)N1CC2CC(C1)[C@H]1CCCC(=O)N1C2 (stereo not given in full),8.4%

(cont.)
Structure | ALOX12 inh
COC(=O)c1ccc(/C=C2\NC(=S)N(C)C2=O)cc1 | 7.3%
Cc1cc(F)cc(CN2CCc3nc(C(=O)Nc4ccccc4)oc3CC2)c1 | ?
COc1ccc(-c2noc(CC3CCN(C(=O)CCc4ccccc4)CC3)n2)cc1 | -1.2%
CCOC(=O)c1cnc2ccc(OCC)cc2c1Nc1cc(C)ccc1OC | -24.0%
Cc1ccccc1C(=O)NC(C(=O)NCC(C)C)C1CCN(C(=O)CC(C)C)CC1 (stereo not given) | 37.9%
CC(C)NC(=O)N1CCCC1c1noc(CCC(=O)NCCC2CCN(C(C)C)CC2)n1 (stereo not given) | 19.4%
COc1ccc(-c2nnsc2C(=O)NC(C)CCc2ccccc2)cc1 (stereo not given) | -6.5%
CC(=O)c1ccc(OC2(C)CCN(Cc3ccc(C)cc3)C2)cc1 (stereo not given) | -15.7%
COc1ccc(OC)c(C2CCCCC2O)c1 (stereo not given) | 15.1%
C[S+](=O)([O-])N1CCCC2(Cc3ccccc3CN2C(=O)C2CCCC2)C1 (stereo not given) | 3.7%[6.33 µM]
CCOC(=O)c1cc(NC(=O)c2cccc(C)c2)c(=O)n2c1oc1ccccc12 | -5.0%
COCCNC(=O)/C=C/c1ccc(C(C)(C)C)cc1 | -25.0%
COc1ccccc1N1CCN(C(=O)c2cc3n(n2)CC(c2ccc(Cl)cc2)OC3)CC1 (stereo not given) | ?
NC(=O)c1cccc(-c2n[nH]c3c2CC(=O)N(CC2CCOCC2)C3)c1 | 13.0%[176 µM]
Cc1ccc(CNC(=O)Cn2c(=O)c(-c3noc(C)n3)c3n(c2=O)CCCCC3)cc1 | 29.7%
CCC1Oc2ccc(NC(=O)c3ccc([N+](=O)[O-])cc3)cc2CN(Cc2ccc(F)cc2)C1=O (stereo not given) | -9.7%
C[S+](=O)([O-])c1ccc(-c2cc(-c3cccnc3)c3cncn3c2)cc1 | 43.2%[activator][176 µM]
CC1Oc2ccc(NC(=O)c3cccs3)cc2CN(Cc2ccc(F)cc2)C1=O (stereo not given) | 5.3%
O=C(NC1CCN(c2cc(-c3ccc(Cl)cc3)[nH]n2)C1)c1ccc2c(c1)OCO2 (stereo not given) | 5.3%
CCOc1ccc(-c2nc(CN3CCCC(O)C3)cs2)cc1OC (stereo not given) | 24.6%
CN(C)C(CNS(=O)(=O)c1ccccc1)c1ccsc1 (stereo not given) | -1.7%
O=C(Cc1ccc(-c2ccccc2)cc1)NCCc1ccccn1 | 29.8%
CCc1ccc(C(=O)NCCn2ccn3nc(-c4ccc(F)cc4)cc3c2=O)cc1 | ?
O=C1CN(S(=O)(=O)c2c(Cl)cccc2Cl)CCN1 | -24.8%
O=C(CCc1cc(Cl)no1)N(CCS(=O)(=O)N1CCCC1)Cc1ccncc1 | ?
CCC(C)NC(=O)C1CCN(C(=O)c2nnn3c2COC(c2ccc(OC)cc2)C3)CC1 (stereo not given) | 59.7%[activator]
O=c1c2c3c(nn2ccn1Cc1ccc(F)cc1F)CCCC3 | 6.0%
Cc1nn(C)cc1CNC(=O)c1cc2nc(-c3ccc(Cl)s3)cc(C(F)(F)F)n2n1 | 0.6%
Cc1ccc(C(=O)C(C)OC(=O)c2ccc3ccccc3n2)cc1 (stereo not given) | -3.4%
CCCNC(=O)C1(C)CCN(Cc2ccc(-n3ccnc3)cc2)C1 (stereo not given) | 0.7%
N#Cc1ccc(N2CCN(C(=O)CCc3ccncc3)CC2=O)cc1 | 27.4%
COc1cccc(-c2cnc([C@@H]3COCCN3Cc3ccc(S(C)(=O)=O)cc3)[nH]2)c1 | 1.4%[176 µM]
O=C(Nc1ncc(-c2ccccc2)c2c1OCC2)C1CCOCC1 | 1.0%[176 µM]
O=C(Cc1c[nH]c2ncc(-c3cccnc3)cc12)Nc1ccc(F)cc1 | -4.7%[176 µM]
CCC(CC)=C(C#N)C(=O)NC1CC1 | 48.5%[activator]
CCCS(=O)(=O)NC(=O)C1(C)CCN(C(=O)c2cc(F)cc(F)c2)C1 (stereo not given) | ?
CC(C)CCNC(=O)c1cccc2ncccc12 | 37.1%[activator]
CC(C)CCNC(=O)CC1Sc2ncccc2N(CC(C)C)C1=O (stereo not given) | -2.5%
Cc1cnc(CC2CCCN(C(=O)C3CCC3)C2)n1Cc1ccccc1 (stereo not given) | 19.9%
CCN(CC)Cc1cnc2c(C(=O)NC3CCNCC3)cnn2c1 | -13.9%
